From PubChem BioAssay
HP1b binding inh: HP1-beta chromodomain-methylated histone interaction inhibition | P83916 | AlphaScreen HP1-beta / biotin-H3K9me3 peptide binding | Potency, µM (top dose mostly 114 µM), inactives show at the highest dose activity change, negative = inhibition, actives largely listed as inhibitors | 390,000 tested, 0.56% active; note: potency is the fitted concentration of half-maximal effect; nearly all actives have a fitted effect of over 70% in size; inactives centre near 23
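HP1-beta protein (50 nM final) preincubated 30 min at room temperature with biotinylated H3(1-18)K9me3 peptide (50 nM) in PBS pH 7.4, 0.01% Tween-20, then compound added for 30 min. AlphaScreen streptavidin donor/nickel chelate acceptor beads (10 ug/mL final), 30 min dark, luminescence read.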
POLH inh: inhibitors of human DNA polymerase eta | Q9Y253 | recombinant Pol eta, fluorescent DNA replication assay | Potency, µM (highest dose often 114 µM), for the others: at the top dose activity change, negative = inhibition, most hits filed as inhibitors | 390,000 tested, 1.2% active | AID 588591; note: potency is the fitted concentration of half-maximal effect; % is set by controls: 0 for no effect and ±100 for the full control effect
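Pol eta (10 nM) was preincubated with compounds for 15 min at room temperature, after which fluorescent replication substrate (50 nM final) was added to start the reaction. Fluorescence was read kinetically at 0 and 10 min.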
G9a block: G9a (human) methyltransferase inhibition | 350,000 tested, 8.8% active | AID 504332 | G9a H3K9 monomethylation, AlphaScreen, 2 h | Potency, µM (doses to about 102 µM), for the others: at the highest dose activity, negative = inhibition, hits mostly inhibitors; note: potency is the fitted concentration of half-maximal effect; % is set by controls: 0 for no effect and ±100 for the full control effect; nearly all actives have a fitted effect of over 75% in size
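Using a bead-based AlphaScreen, monomethylated H3K9 product from 2 h room-temperature reactions (G9a 20 nM, peptide 500 nM, SAM 20 uM) was detected with 0.5 ug/mL rabbit anti-H3K9me1 antibody.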
PGK inhibitor: blocks T. brucei phosphoglycerate kinase. 380,000 tested, 0.043% active. Potency, µM (top dose mostly 57.5 µM), without a hit: at the top dose activity change, negative = inhibition, hits mostly inhibitors. PGK/GAPDH coupled, Kinase-Glo luminescence, 60 min. P07378. AID 602233; note: potency is the fitted concentration of half-maximal effect; % is set by controls: 0 for no effect and ±100 for the full control effect; nearly all actives have a fitted effect of over 60% in size
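Recombinant glycosomal PGK reaction used 1,3-bisphosphoglycerate generated in-well by GAPDH (100nM final) in 100mM TEA pH 7.6, 5mM MgCl2, 0.01% Tween-20. After 60 minutes at room temperature, ATP was read by Kinase-Glo Plus luminescence end-point.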
GLS inh: inhibitors of human glutaminase (GLS); O94925; GLS enzymatic activity, qHTS titration; Potency, µM (doses to about 45.5 µM), inactives show at the top dose activity change, negative = inhibition, hits mostly inhibitors; 410,000 tested, 0.21% active; AID 624170; note: potency is the fitted concentration of half-maximal effect; % is set by controls: 0 for no effect and ±100 for the full control effect
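hKGA in 45 mM KH2PO4 (pH 8.2), 0.02% Tween-20 with compound, then 1mM L-Glutamine (stock as added) plus glutamate oxidase/HRP/Amplex red coupling mix. Fluorescence read initially and after 30 min at RT; signal change reflects glutamate formation.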
BAZ2B block: blocks human BAZ2B. AlphaScreen BAZ2B-H3K14Ac peptide displacement. Potency, µM (top dose mostly 114 µM), for the others: top-dose activity change, negative = inhibition, most hits filed as inhibitors. 360,000 tested, 4.4% active. AID 504333; note: potency is the fitted concentration of half-maximal effect; % is set by controls: 0 for no effect and ±100 for the full control effect; nearly all actives have a fitted effect of over 60% in size
Target sequence (Q9UIF8 whole entry, looked up): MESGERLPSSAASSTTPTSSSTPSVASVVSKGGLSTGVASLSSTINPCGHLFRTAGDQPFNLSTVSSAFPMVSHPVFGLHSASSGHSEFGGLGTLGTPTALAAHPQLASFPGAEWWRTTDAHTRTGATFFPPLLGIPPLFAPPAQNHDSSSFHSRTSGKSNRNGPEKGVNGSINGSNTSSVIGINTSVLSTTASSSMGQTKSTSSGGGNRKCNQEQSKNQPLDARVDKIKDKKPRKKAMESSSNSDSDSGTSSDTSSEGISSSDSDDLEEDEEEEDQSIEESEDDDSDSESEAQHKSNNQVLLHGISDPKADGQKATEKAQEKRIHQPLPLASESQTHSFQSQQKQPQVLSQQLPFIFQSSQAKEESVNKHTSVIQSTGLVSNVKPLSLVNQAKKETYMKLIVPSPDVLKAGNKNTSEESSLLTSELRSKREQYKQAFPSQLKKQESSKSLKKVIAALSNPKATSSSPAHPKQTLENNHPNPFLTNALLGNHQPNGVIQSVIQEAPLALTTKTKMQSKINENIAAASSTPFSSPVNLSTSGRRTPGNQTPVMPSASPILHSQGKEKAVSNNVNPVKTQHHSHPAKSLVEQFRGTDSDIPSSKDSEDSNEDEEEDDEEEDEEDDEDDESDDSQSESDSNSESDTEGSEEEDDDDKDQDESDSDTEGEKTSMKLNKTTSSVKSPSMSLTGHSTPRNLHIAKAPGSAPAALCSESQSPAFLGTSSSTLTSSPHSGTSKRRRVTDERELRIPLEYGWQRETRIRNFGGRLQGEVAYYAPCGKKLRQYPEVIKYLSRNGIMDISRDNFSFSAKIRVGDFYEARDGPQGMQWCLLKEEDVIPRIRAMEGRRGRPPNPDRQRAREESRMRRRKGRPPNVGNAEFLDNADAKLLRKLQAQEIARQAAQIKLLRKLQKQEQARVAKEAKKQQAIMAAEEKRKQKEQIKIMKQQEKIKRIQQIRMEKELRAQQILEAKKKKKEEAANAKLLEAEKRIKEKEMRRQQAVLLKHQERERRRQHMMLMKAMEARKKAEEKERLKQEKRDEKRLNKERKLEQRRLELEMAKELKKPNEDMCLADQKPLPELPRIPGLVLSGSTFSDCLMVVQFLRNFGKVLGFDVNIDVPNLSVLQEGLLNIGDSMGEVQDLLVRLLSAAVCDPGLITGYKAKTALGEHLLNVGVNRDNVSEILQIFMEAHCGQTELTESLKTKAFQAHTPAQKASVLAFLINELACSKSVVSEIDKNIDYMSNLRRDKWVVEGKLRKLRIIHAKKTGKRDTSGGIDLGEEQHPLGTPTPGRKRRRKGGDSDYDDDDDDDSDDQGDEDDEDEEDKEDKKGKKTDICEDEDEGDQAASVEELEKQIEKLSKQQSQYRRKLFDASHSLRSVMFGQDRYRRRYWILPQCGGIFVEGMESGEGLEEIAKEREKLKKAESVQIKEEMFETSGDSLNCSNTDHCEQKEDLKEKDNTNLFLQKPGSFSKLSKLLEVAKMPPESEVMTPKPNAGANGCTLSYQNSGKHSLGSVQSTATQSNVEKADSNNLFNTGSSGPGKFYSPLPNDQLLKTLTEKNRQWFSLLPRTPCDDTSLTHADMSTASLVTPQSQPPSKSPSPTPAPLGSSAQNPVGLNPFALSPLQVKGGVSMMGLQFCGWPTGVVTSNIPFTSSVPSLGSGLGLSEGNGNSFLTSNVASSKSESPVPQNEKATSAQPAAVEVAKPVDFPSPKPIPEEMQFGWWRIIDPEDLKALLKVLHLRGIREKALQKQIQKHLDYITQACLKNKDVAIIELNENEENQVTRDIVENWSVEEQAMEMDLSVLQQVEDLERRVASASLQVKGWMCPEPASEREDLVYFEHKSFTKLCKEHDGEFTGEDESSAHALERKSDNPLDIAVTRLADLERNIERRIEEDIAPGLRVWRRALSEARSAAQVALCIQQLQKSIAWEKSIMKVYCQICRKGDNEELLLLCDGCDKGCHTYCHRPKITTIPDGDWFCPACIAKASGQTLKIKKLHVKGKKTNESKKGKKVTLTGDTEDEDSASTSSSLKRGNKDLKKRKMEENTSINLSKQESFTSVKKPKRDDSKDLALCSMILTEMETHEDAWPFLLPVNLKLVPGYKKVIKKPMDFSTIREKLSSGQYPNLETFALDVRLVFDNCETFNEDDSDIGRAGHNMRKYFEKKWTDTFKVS
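Complex of BAZ2B and biotin-H3K14Ac (50 nM apiece) forms over 30 min at RT, then faces library compounds up to 110 uM for another 30 min; AlphaScreen beads added, 20 min dark incubation, luminescence read.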
Pin1 inh: inhibitors of human Pin1; Q13526; 390,000 tested, 0.009% active; Pin1 FP peptide displacement, HiFluor488, 10 min; Potency, µM (highest dose often 115 µM), for inactives: top-dose activity, negative = inhibition, most hits filed as inhibitors; active = well fitted inhibition curve with a large enough effect in the polarisation, with a control signal flat, not every such curve was filed as active; inconclusive = small, poorly fitted or top-dose-only effect, or effect the other way, or a change in a side signal; inactive = no such curve, though single readings can be large or run the other way; the % refers to the polarisation; note: potency is the fitted concentration of half-maximal effect; % is set by controls: 0 for no effect and ±100 for the full control effect
PI4K2A block: blocks human PI4K2A kinase activity; AID 1346378; 420,000 tested, 0.13% active; purified PI4K2A, ADP-Glo luminescence, 1 h; hits give low values; activity change, negative = inhibition, % at 76.9 µM; in the data active = activity change below about -50%; inconclusive = mostly about -30% to -49%;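 note: -100% = wells without enzyme as full effect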
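Compounds are screened against recombinant PI4K2A using PI as substrate and ATP, the latter dispensed at 300 microM. Reactions run one hour at ambient temperature before ADP-Glo detection; full inhibition defined by wells lacking enzyme.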
JMJD2A Tudor: blocks the human JMJD2A Tudor domain | AlphaScreen JMJD2A-Tudor / H3K4me3 peptide binding | AID 504339 | Potency, µM (doses to about 114 µM), for inactives: top-dose activity change, negative = inhibition, usual class: inhibitors | 390,000 tested, 4.4% active | O75164; note: potency is the fitted concentration of half-maximal effect; % is set by controls: 0 for no effect and ±100 for the full control effect; nearly all actives have a fitted effect of over 50% in size
Starred values were filed as active, the others as inactive; i = inactive; ? = inconclusive; · = no result given; & = joins results of further samples; [ ] = dose if it differs, or a comment. Unless noted, calls come from the whole dose curve; as a rule, active = well fitted curve in the direction sought with a large enough effect; inconclusive = small, poorly fitted or top-dose-only effect, or another doubt; inactive = no such curve, though single readings can be large; an effect the other way counts as inactive or inconclusive.

smiles,HP1b binding inh,POLH inh,G9a block,PGK inhibitor,GLS inh,BAZ2B block,Pin1 inh,PI4K2A block,JMJD2A Tudor
COc1ccc(/C(C)=N/NC(=O)CNC(=O)/C=C/c2ccccc2OC)cc1,8%,-17%,44%[activator],-9%,1%,3%,-1%,-2,-28%
Cc1c(CCOC(=O)C23CC4(C)CC(C)(CC(C)(C4)C2)C3)sc[n+]1CC(=O)c1ccccc1,5%,-23%,·,-9%,?,-14%,-3%,1,-30%
COc1cccc(C(=O)Nc2cc(C)ccc2NC(=O)COc2ccccc2)c1,10%,-15%,5%,i,7%,-2%,-4%,-2,-12%
COc1ccccc1N1CCN(CCCNC(=O)C2CCCN(c3ncnc4c3nc3n4CCCCC3)C2)CC1 (stereo not given),44%[activator],-13%,7%,-11%,48%[activator],?,-11%,-4,7%
CN(CC1CCCN(CCc2ccccc2F)C1)C(=O)c1cc2ccccc2o1 (stereo not given),·,-21%,·,-9%,2%,·,·,-4,·
O=C1C2C3C=CC(C3)C2C(=O)N1CNc1ccccn1 (stereo not given),26%,-13%,29%[12.7 µM],-4%,4%,7%,1%,8,-10%
Cc1cc(=O)oc(C)c1C(=O)Nc1cnc2ccccc2c1,33%,14%,-1%,i,2%,6%,?,4,-8%
COC(=O)c1cnc(NNC(=O)c2ccc([N+](=O)[O-])cc2)nc1C(F)(F)F,10%,-2%,2%,i,?,3%,-1%,-3,-22%
CCc1ccc(NS(=O)(=O)c2ccc3oc(=O)ccc3c2)cc1,32%,-16%,34%,-3%,-10%,-23%,3%,1,-7%
Cc1nc2ccccc2nc1N1CCCC1,17%,-13%,·,i,7%,15%,-6%,-1,12%
Fc1ccc(/C=N/Nc2nc3ccccc3[nH]2)cc1F,36%,9%,3%,-8%,5%,4%,-3%,-11,-32%
COc1ccc(NC(=O)c2cn(C)c(=O)c3cc(OC)c(OC)cc23)c(OC)c1,17%,-22%,3%,-1%,-3%,2%,-3%,2,-9%
COc1ccccc1N1CCN(C(=O)CCCn2c(=O)[nH]c3ccsc3c2=O)CC1,25%,-12%,11%[59 µM],-2%,13%,13%,3%,-4,-7%
CCN(CC)c1ccc(NC(=O)CN2CCN(CC(=O)Nc3ccc(Cl)cc3)CC2)cc1,-7%,-11%,7.1µM*,-1%,23%,20µM*,-2%,0,45µM*
O=c1cc(NCc2ccco2)[nH]c(=O)n1-c1ccc(Br)cc1,0%,?,13%[59 µM],·,5%,-4%,3%,0,-18%
Cc1ccc(-c2c(C)sc3nc(CN4CCN(CC(=O)NC5CC5)CC4)[nH]c(=O)c23)cc1,18%,-19%,14%[2.33 µM],-1%,3%,-3%,?,-3,-18%
CSC1=NCCN1C(=O)c1ccc(S(=O)(=O)N2CCCC2)cc1,54%[activator],-7%,?,5%,3%,9%,5%,1,-12%
CCC(CC)c1nnc(NC(=O)c2cccc(S(=O)(=O)N3CCc4ccccc43)c2)s1,39%,-21%,12%,·,-3%,3%,45%[activator],0,-16%
CC(C)(C)c1ccc2c(c1)C(=O)c1ccccc1C2=O,?,-21%,35µM*,-4%,0%,32µM*,?,-14,45µM*
O=C(Cn1ncc2c([nH]c3ccccc32)c1=O)NCCCN1CCN(c2ccccc2)CC1,48%&20%[activator],-3%&-6%,16%&-6%[59 µM],-2%&-2%,13%&8%,-12%,12%&-4%,-3&1,-21%&-17%
COc1ccc(-c2nc(CN3CCC(C(=O)NC4CC4)CC3)c(C)o2)cc1OC,33%,-21%,-1%,-9%,-2%,-13%[57.1 µM],-2%,-5,-3%
Cc1cc(OCc2cc(C(=O)N3CCC(Oc4cccnc4)CC3)no2)cc(C)c1Cl,10%,-11%,?,i,2%,-23%,3%,-1,-29%
Cc1ccc(C(=O)NC2CC(=O)N(c3ccc4c(c3)OCCO4)C2)cc1[N+](=O)[O-] (stereo not given),-12%,-12%,-27%,-6%,15%,2%,-7%,-6,-10%
CC(=O)Nc1ccc(C(=O)CN2C(=O)NC3(CCOc4ccccc43)C2=O)c(F)c1 (stereo not given),8%,-5%,13%[12.7 µM],-3%,-2%,3%,23%,2,-10%

Not a retest: entries from further up.
smiles,HP1b binding inh,POLH inh,G9a block,PGK inhibitor,GLS inh,BAZ2B block,Pin1 inh,PI4K2A block,JMJD2A Tudor
Cc1c(CCOC(=O)C23CC4(C)CC(C)(CC(C)(C4)C2)C3)sc[n+]1CC(=O)c1ccccc1,5%,-23%,·,-9%,?,-14%,-3%,1,-30%
COc1cccc(C(=O)Nc2cc(C)ccc2NC(=O)COc2ccccc2)c1,10%,-15%,5%,i,7%,-2%,-4%,-2,-12%
COc1ccccc1N1CCN(CCCNC(=O)C2CCCN(c3ncnc4c3nc3n4CCCCC3)C2)CC1 (stereo not given),44%[activator],-13%,7%,-11%,48%[activator],?,-11%,-4,7%
CN(CC1CCCN(CCc2ccccc2F)C1)C(=O)c1cc2ccccc2o1 (stereo not given),·,-21%,·,-9%,2%,·,·,-4,·
O=C1C2C3C=CC(C3)C2C(=O)N1CNc1ccccn1 (stereo not given),26%,-13%,29%[12.7 µM],-4%,4%,7%,1%,8,-10%
Cc1cc(=O)oc(C)c1C(=O)Nc1cnc2ccccc2c1,33%,14%,-1%,i,2%,6%,?,4,-8%
COC(=O)c1cnc(NNC(=O)c2ccc([N+](=O)[O-])cc2)nc1C(F)(F)F,10%,-2%,2%,i,?,3%,-1%,-3,-22%
CCc1ccc(NS(=O)(=O)c2ccc3oc(=O)ccc3c2)cc1,32%,-16%,34%,-3%,-10%,-23%,3%,1,-7%
Cc1nc2ccccc2nc1N1CCCC1,17%,-13%,·,i,7%,15%,-6%,-1,12%
Fc1ccc(/C=N/Nc2nc3ccccc3[nH]2)cc1F,36%,9%,3%,-8%,5%,4%,-3%,-11,-32%

Other records:
smiles,HP1b binding inh,POLH inh,G9a block,PGK inhibitor,GLS inh,BAZ2B block,Pin1 inh,PI4K2A block,JMJD2A Tudor
O=C(O)C1CC=CCC1C(=O)NCCc1csc(-c2ccccc2)n1 (stereo not given),41%[activator],-7%,11%,2%,4%,-1%,6%,4,-9%
CC(OC(=O)Cc1ccc(Cl)cc1)C(=O)NCCC1=CCCCC1 (stereo not given),58%[activator],-16%,23%[59 µM],-9%,-7%,16%,-3%,-3,5%
CC(=O)Oc1cccc(/C=c2\sc3nc(-c4ccco4)nn3c2=O)c1,0%,13µM*,?,-6%,-13%,-35%,?,1,50µM*
N/C(=N\OC(=O)Cc1ccccc1)c1ccc(Br)cc1,191%[activator],-9%,105%[activator][59 µM],6%,-1%,225%[activator],4%,-5,105%[activator]
CCOC(=O)C1CCN(C(=O)c2cccnc2Cl)CC1,30%,-19%,·,-1%,0%,5%,6%,2,-12%
COc1cc(C(=O)CC2(O)C(=O)N(Cc3ccccc3Cl)c3ccccc32)cc(OC)c1OC (stereo not given),20%,-11%,-13%[59 µM],i,-10%,?,21%,1,-34%
Cc1ccc(/C=C/c2nnc(-c3ccccc3)o2)cc1,39%,6%,1%[12.7 µM],-4%[11.5 µM],-1%,15%[57.1 µM],34%[activator],-6,14%
COc1ccc(S(=O)(=O)Nc2cccc(-c3ccc(N4CCC(C)CC4)nn3)c2)c(OC)c1,4%[57 µM],-15%,-6%[59 µM],8%,2%,-14%,7%,0,-18%
CC(C)C1C(=O)N(Cc2cn(CCC3OCCO3)nn2)CCS(=O)(=O)N1Cc1ccc(-c2cccc(CO)c2)cc1 (stereo not given),·,-11%,·,i,-3%,·,·,-1,·
O=C(Nc1ccnn1C1CCNCC1)c1ccc2c(c1)OCO2,14%[57 µM],4%,·,1%,2%,·,?,-7,-18%
CC(C)c1ccc(NC(=O)CCN2C(=O)[C@@H]3Cc4ccccc4CN3C2=O)cc1,31%,0%,-11%[0.0925 µM],9%,0%,-11%,1%,3,-4%
Cc1cc2nc3ccc(=[N+](C)C)cc-3sc2cc1N,30%,?,·,-29%,-4%&-5%,35µM*,?,?,?
C=CCN1C(=O)C(Cc2ccc(OCC)cc2)SC1=Nc1ccc(C(=O)O)cc1 (stereo not given),25%,-22%,10%[59 µM],1%,1%,5%,0%,-2,-5%
Fc1ccc(CCN2CCN=C2Nc2ccccc2)cc1,49%[activator],-13%,-4%[2.33 µM],-10%,-2%,1%,-9%,-2,-18%
COc1ccc(OC)c(NS(=O)(=O)c2c(C(=O)N3CCCCCC3)c(C)n(C)c2C)c1,18%,-22%,-5%,-5%,3%,-41%[57.1 µM],-1%,5,-6%
Cc1ccc(CN2CCNC(=O)C2CC(=O)NC2CCCCCC2)cc1 (stereo not given),57%[activator],-14%,56µM*,i,-5%,-23%,-8%,0,-23%
C/C(=N\NC(=S)NC1CCCCC1)c1ccc(OC(F)F)cc1OC(F)F,3%,-23%,-43%,i,0%,-32%,4%,2,?

These rows are one share of the data. The share of hits here may be higher or lower than overall.
